Compound activity: PubChem, National Center for Advancing Translational Sciences (NCATS)
WRN inhibitor: blocks human WRN helicase; Q14191; WRN helicase unwinding, fluorescent forked duplex, kinetic; Potency, µM (doses to about 114 µM), inactives show at the highest dose activity change, negative = inhibition, usual class: inhibitors; actives 0.46% (n = 360,000); AID 651768; further: potency means the concentration at half of the fitted maximal effect; on the % scale 0 is the no-effect control and ±100 the full control effect; nearly all actives have a fitted effect of over 55% in size
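Screening of the MLSMR collection measured strand separation of a quenched forked DNA duplex (100 nM) by 20 nM WRN with 2 mM ATP, all final. Compounds were preincubated with enzyme 15 min at room temperature.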
aSyn yeast inh: alpha-synuclein toxicity inhibition in yeast | Yeast expressing alpha-synuclein, growth rescue, BacTiter-Glo, 24 h | Potency, µM (top dose mostly 46.1 µM), inactives show at the highest dose growth rescue (activation), actives largely listed as activators | actives 0.14% (n = 370,000); further: potency means the concentration at half of the fitted maximal effect; % of control where 0% means no effect; nearly all actives have a fitted effect of over 65% in size
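Rescue of yeast growth: cells expressing toxic alpha-synuclein, induced in galactose at OD600 0.02, incubated with compound 24 h at 30 C. ATP luminescence quantified growth; inhibitors of toxicity appear as activators.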
IL-2 act: activators of IL-2. IL-2 activation reporter assay, cell-based qHTS; stimulated with anti-CD3/CD4/CD28 beads; in transgenic mouse T cells. activation, % (series mostly up to about 46 µM). actives 0.065% (n = 360,000); in the data active means activation above about 50%; inconclusive means mostly about 30% to 49%; further: 0% is about no effect
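Unstimulated transgenic mouse T cells; 60-min compound exposure; bead-based TCR/CD4/CD28 stimulation; 18 h culture, 37 degrees C; dual fluorescence (EGFP, DsRed) plate cytometry.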
PI5P4Ka inh: inhibitors of human PI5P4K alpha; actives 1.2% (n = 330,000); AID 652105; PI5P4Kalpha enzyme, ADP-Glo luminescence, 60 min; active compounds read low; P48426; max response, %; active means max response of -50% or lower; inconclusive means between -30% and -50%; inactive means -30% or higher; further: value at the top dose of about 77 µM; on the % scale 0 is the no-effect control and ±100 the full control effect
Target sequence (P48426 whole entry, looked up): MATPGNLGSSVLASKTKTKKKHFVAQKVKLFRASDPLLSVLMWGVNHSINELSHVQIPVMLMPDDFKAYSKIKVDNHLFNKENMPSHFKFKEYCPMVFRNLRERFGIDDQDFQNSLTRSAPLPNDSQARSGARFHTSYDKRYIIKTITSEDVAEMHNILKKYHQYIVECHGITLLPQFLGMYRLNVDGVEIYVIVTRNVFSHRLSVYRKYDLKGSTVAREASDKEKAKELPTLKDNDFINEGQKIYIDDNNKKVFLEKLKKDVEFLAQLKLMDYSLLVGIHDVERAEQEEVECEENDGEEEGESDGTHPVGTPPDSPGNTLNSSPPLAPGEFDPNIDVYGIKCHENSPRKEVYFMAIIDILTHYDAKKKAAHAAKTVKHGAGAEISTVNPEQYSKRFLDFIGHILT
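Controls without substrate or without enzyme flank wells where PI5P4Kalpha converts substrate using 5 microM ATP (final). Incubation lasts 60 minutes at room temperature; ADP formed is read by ADP-Glo luminescence.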
EPAC1 agonist: agonists of human EPAC1; O95398; EPAC1 agonist qHTS, biochemical assay; response scale: 100% = response to 6.5 mM cAMP; Potency, µM (doses to about 154 µM), for inactives: at the highest dose activation, most hits filed as activators; actives 0.073% (n = 360,000); AID 720707; further: potency means the concentration at half of the fitted maximal effect; nearly all actives have a fitted effect of over 60% in size
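EPAC1 100 nM, Rap1B–BODIPY-GDP 250 nM, unlabeled GDP 50 uM; compound titration; 5 min RT; kinetic read ex480/em540 at 5-min intervals ×30 min; data normalized to 6.5 mM cAMP agonist control.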
FUS yeast rescue: rescues growth of FUS-expressing yeast | S. cerevisiae FUS-expressing, growth rescue, OD600, 24 h | Potency, µM (top dose mostly 76.6 µM), inactives show at the top dose growth rescue (activation), hits mostly activators | actives 0.24% (n = 390,000);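 further: potency means the concentration at half of the fitted maximal effect; plate controls were DMSO vehicle for no effect and reference control for full effect; nearly all actives have a fitted effect of over 55% in size; some results filed as inactive show a strong effect at the top dose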
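Compound concentration series was pinned onto galactose-induced FUS-expressing yeast seeded at OD 0.005. Plates sat 24hr at 30C; absorbance at 600 nm gave growth. DMSO served as background control.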
PLK1 PBD block: blocks phosphopeptide binding to human PLK1 polo-box domain; actives 2.8% (n = 360,000); P53350; Potency, µM, for the others: max response, negative = inhibition, actives largely listed as inhibitors; Plk1 PBD binding of FITC phosphopeptide, fluorescence polarization; further: potency means the concentration at half of the fitted maximal effect; series mostly up to about 57 µM; on the % scale 0 is the no-effect control and ±100 the full control effect; nearly all actives have a fitted effect of over 65% in size
Target sequence (P53350 whole entry, looked up, the tested form may be a part): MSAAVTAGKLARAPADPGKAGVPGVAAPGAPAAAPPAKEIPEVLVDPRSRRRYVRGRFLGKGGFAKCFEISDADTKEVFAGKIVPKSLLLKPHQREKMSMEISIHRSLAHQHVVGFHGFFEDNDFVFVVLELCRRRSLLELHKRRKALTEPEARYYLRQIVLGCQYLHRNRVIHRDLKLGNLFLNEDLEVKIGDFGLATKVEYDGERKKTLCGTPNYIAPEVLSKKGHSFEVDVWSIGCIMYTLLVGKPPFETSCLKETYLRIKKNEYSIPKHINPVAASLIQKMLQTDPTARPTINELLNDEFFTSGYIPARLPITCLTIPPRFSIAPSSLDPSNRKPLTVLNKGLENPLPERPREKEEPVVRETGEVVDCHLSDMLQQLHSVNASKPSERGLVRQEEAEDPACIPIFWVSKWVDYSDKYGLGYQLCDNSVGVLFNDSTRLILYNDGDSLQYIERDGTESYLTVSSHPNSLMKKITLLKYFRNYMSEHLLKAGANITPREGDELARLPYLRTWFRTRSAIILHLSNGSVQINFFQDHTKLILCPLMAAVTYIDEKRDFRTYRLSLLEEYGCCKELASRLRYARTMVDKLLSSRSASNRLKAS
EPAC1 antag: antagonists of human EPAC1; O95398; EPAC1 GEF assay, Rap1b-BODIPY-GDP exchange fluorescence; Potency, µM (highest dose often 115 µM), inactives show top-dose activity change, negative = inhibition, hits mostly inhibitors; actives 0.14% (n = 360,000);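 further: potency means the concentration at half of the fitted maximal effect; plate controls were vehicle for no effect and positive control for full effect; nearly all actives have a fitted effect of over 50% in size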
Abeta rescue: restores growth of yeast expressing A-beta42 peptide. yeast expressing A-beta42, growth rescue, OD600, 48 h; response scale: 0% DMSO, 100% iron-clioquinol control. Potency, µM (titrated, usually from 46.1 µM), without a hit: at the top dose growth rescue, most hits filed as activators. actives 0.063% (n = 410,000). AID 1347071; further: potency means the concentration at half of the fitted maximal effect; nearly all actives have a fitted effect of over 55% in size
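Growth rescue measured by 600 nm absorbance after 48 h yeast culture at 30 C with compound. Values normalized between DMSO and an equimolar ferric chloride plus clioquinol control.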
Active calls of the source: *; ? = inconclusive; / = no result given; [ ] = dose if it differs, or a comment. Unless noted, the call rests on the fitted dose curve; in most records, active means well fitted curve in the direction sought with a large enough effect; inconclusive means small, poorly fitted or top-dose-only effect, or another doubt; inactive means no such curve, though single readings can be large; an effect the other way counts as inactive or inconclusive.

SMILES | WRN inhibitor | aSyn yeast inh | IL-2 act | PI5P4Ka inh | EPAC1 agonist | FUS yeast rescue | PLK1 PBD block | EPAC1 antag | Abeta rescue
CC(NC(=O)[C@@H](NC(=O)[C@@H]1Cc2ccccc2CN1)C(C)C)c1ccccc1 (stereo partly specified) | 11% | -3% | -1.2 | 2 | -7% | 24% | 2% | -9% | 3%
CC(C)(C)c1csc(NC(=O)Cn2c(=O)oc3ccccc32)n1 | -6% | -25% | -0.1 | -6 | -6% | -10% | 27µM* | -7% | 9%
Cc1cc(C(=O)N/N=C/c2ccc([N+](=O)[O-])o2)c(C)o1 | -10% | 2% | -0.1 | -28 | 3% | 24% | -8% | -14% | /
O=Cc1ccc(-n2cccn2)cc1 | -1%[57.1 µM] | 3% | -0.2 | 0 | 3% | 7% | -2% | -6% | -8%
CC1CC(C)C(=NNC(N)=O)C(C(O)CC2CCC(=O)NC2=O)C1 (stereo unspecified) | 5% | -75%[inhibitor] | 0.0 | 1 | 3% | -3% | 5% | -13% | -9%
O=C(NCc1ccc2c(c1)CCO2)Nc1cccc(C(F)(F)F)c1 | -7% | -2% | -0.9 | 5 | -4% | -7% | -17% | -17% | 0%
COc1ccccc1C1CC(c2ccc(F)cc2)Nc2ncnn21 (stereo unspecified) | 14% | -12% | -1.8 | 0 | -14% | 37% | -8% | 7% | 24%
CCC1CCCCN1C(=O)c1sc2nc(C)nc(N(CC)CC)c2c1C (stereo unspecified) | 7% | 3% | 0.9 | -4 | -8% | -16% | 7% | -3% | -11%
C/C(CC(=O)Nc1cc(Cl)ccc1C)=N\NC(N)=O | 5% | -2% | 1.0 | 1 | -8% | -13% | 6% | 0% | -6%
COc1cccc(C=Cc2nccc3ccccc23)c1OC | -3% | -1% | 0.2 | 20 | 14% | -19% | -9% | -10% | 8%
O=S(=O)(c1ccc2c(c1)CCCN2)N1CCCC2CCCCC21 (stereo unspecified) | 8% | 15% | 0.0 | 0 | 30% | 10% | ? | 9% | -23%
Cc1cccc(C)c1NC(=O)CSCCO | 6% | -11% | -0.4 | / | -2% | 23% | -2% | 15% | 12%
O=S(=O)(c1cccc(F)c1)N1CCN(Cc2cc3c(cc2Br)OCCO3)CC1 | -4% | 2% | 0.3 | -2 | -5% | 3% | 0% | -9% | 31%
Cc1ccc(C(=O)N2CCN(C(=O)N3CCOCC3)CC2)cc1 | 4% | -1% | 0.2 | -1 | 4% | 0% | -9% | 5% | 5%
CC1C(=O)N(Cc2cn(CCC3OCCO3)nn2)CCS(=O)(=O)N1Cc1ccc(-c2cccc(N(C)C)c2)cc1 (stereo unspecified) | 1% | 0% | -3.1 | -7 | -3% | 34% | -3% | -5% | -6%
O=C(CC1CCCCC1)OCn1nnc2ccccc2c1=O | -3% | 14% | -1.5 | 6 | 15% | 15% | 0% | -3% | -8%
COc1ccc(N2C(=O)C3ON(C4SC(=S)N(C)C4(C)C)C(c4ccc([N+](=O)[O-])cc4)C3C2=O)cc1 (stereo unspecified) | -4% | -4% | -2.4 | 0 | 3% | 20% | -10% | -1% | -5%
Cc1nn(-c2ccccc2)c(C)c1/C=N/NC(=O)CSc1nnc(SCc2ccccc2Cl)s1 | -10% | 2% | 0.0 | 0 | 13% | / | -5% | -10% | 17%
O=C(C1CCCCC1)N1CCN=C1SCc1cccnc1 | -12% | 2% | 6.2 | 3 | -8% | -18% | -3% | -12% | 4%
COc1ccc(NC(=O)c2cc3c(CO)cnc(C)c3oc2=Nc2cccc(C)c2)c(OC)c1 | -1% | -2% | -0.5 | 2 | 8% | 7% | 1% | -6% | -5%
Cc1ccc(CNC(=O)CN(C)S(=O)(=O)c2ccc(F)cc2)cc1 | -4% | 5% | -0.2 | 2 | 4% | 7% | 5% | -15% | 1%
COc1cc(CNc2cccc3[nH]c(C(F)(F)F)nc23)cc(OC)c1 | 2% | 4% | 0.3 | -11 | -18% | -6% | 27µM* | -23% | -3%
O=C(CCCN1C(=O)S/C(=C/c2ccccc2)C1=S)Nc1ccc(C(=O)O)cc1 | -7% | -9% | 0.2 | -10 | 1% | 17% | -14% | -27% | 13%
Cc1ccc(-n2nc(C)c(/C=N/NC(=O)c3cccs3)c2Cl)cc1 | 0% | -17% | 1.7 | -10 | -5% | / | 5% | 12% | -14%
CC(NC(=S)NCCc1ccccc1)C(c1cccs1)N1CCN(C)CC1 (stereo unspecified) | 7% | 0% | -0.4 | -7 | 2% | 2% | 2% | 9% | -14%
CCc1nnc(NC(=O)C2CCC(CNc3c(N4CCCCC4)c(=O)c3=O)CC2)s1 (stereo unspecified) | 3% | -4% | 1.3 | 2 | -16% | 21% | -10% | 8% | -7%
CC1(C(=O)NC2CCCC2)CCC(=O)N1CCOc1ccccc1 (stereo unspecified) | 1% | 10% | -0.9 | 1 | 10% | -26% | -12% | -30% | -15%
CCCSc1ccc2nc(-c3ccccc3)cn2c1 | -31% | -18% | 0.1 | -14 | 13% | / | -5% | -17% | -17%
COc1ccc(-c2ccc3c(c2)[C@@H]2C[C@H]4[C@@H](C(=O)N2CC3)[C@H](C)ON4C)cc1 | -2% | 1% | -0.1 | 2 | 3% | ? | -2% | -11% | -2%
CCC(=O)c1ccc(OCC(=O)OCC(=O)NCc2cccs2)cc1 | -4% | 8% | -2.2 | -1 | 10% | -2% | 2% | -3% | 22%
Cc1cc(C(=O)N2CCCC(Nc3ccccc3)C2)c2ccc(F)cc2n1 (stereo unspecified) | -7% | -3% | 2.2 | 3 | 11% | -5% | 0% | -3% | /
COc1ccccc1NS(=O)(=O)c1cc(NC(=O)C2CCC2)ccc1N1CCCCC1 | 0% | -6% | -3.3 | -18 | 6% | -13% | 6µM* | 17% | -11%
O=C(O)c1cc(S(=O)(=O)N2CCCCC2)ccc1Cl | -7% | 2% | 0.8 | 0 | -2% | 1% | -4% | ? | -2%
CN1c2ccccc2C(=O)/C(=C\Nc2ncccn2)S1(=O)=O | -1% | -4% | -0.3 | 1 | 6% | 23% | -5% | 16% | -2%
CC(=O)O[C@H]1CSC[C@H]1NC(=O)c1ccccc1 | -3% | 0% | -0.3 | 2 | 9% | 14% | -9% | 18% | -13%
Nc1ccc(C(=O)OCC(=O)NC2CCCc3ccccc32)cc1[N+](=O)[O-] (stereo unspecified) | 2%[57.1 µM] | 2% | -2.5 | 2 | -12% | 38% | -9% | -14% | -13%
CCOc1ccc(N2C(=O)c3cccnc3C2Nc2ccc(C)cc2)cc1 (stereo unspecified) | -5% | 4% | -3.1 | / | -2% | ? | -3% | -3% | -2%
CCOc1ccc(S(=O)(=O)NCCC(=O)NC2=NCCS2)cc1 | -29%[57.1 µM] | 0% | 2.7 | 6 | -2% | -9% | -9% | 12% | 11%
COc1cc(CNCCCN2CCOCC2)c(Br)cc1OC(C)C | 6% | 7% | -0.3 | -1 | -3% | -7% | -17% | -3% | -9%
COC(=O)[C@@H]1C[C@H]1[C@@H](NC(=O)c1cc(C)on1)c1ccccc1 | 1% | 7% | -2.9 | -3 | -14% | -22% | 6% | 10% | 3%
COc1ccc(S(=O)(=O)N2CCCC(N(C)CCc3ccccc3)C2)cc1OC (stereo unspecified) | -1% | 2% | -0.4 | -1 | 1% | 2% | 2% | 12% | 11%
Cc1ccccc1-n1nnnc1Sc1nnnn1-c1ccccc1 | -3% | 14% | -0.7 | 2 | 0% | -5% | -28% | 2% | -30%
CCC1=C2CC[C@H]3C(=O)N(C)C(=O)[C@H]3[C@H]2[C@@]2(Cc3ccccc3)C(=NCCOC)OC(=O)N2C1=O | -4% | 2% | -0.2 | 4 | 16% | -6% | -3% | 0% | -3%

Rewritten tab-delimited: entries from further up
compound	WRN inhibitor	aSyn yeast inh	IL-2 act	PI5P4Ka inh	EPAC1 agonist	FUS yeast rescue	PLK1 PBD block	EPAC1 antag	Abeta rescue
CC(NC(=O)[C@@H](NC(=O)[C@@H]1Cc2ccccc2CN1)C(C)C)c1ccccc1 (stereo partly specified)	11%	-3%	-1.2	2	-7%	24%	2%	-9%	3%
CC(C)(C)c1csc(NC(=O)Cn2c(=O)oc3ccccc32)n1	-6%	-25%	-0.1	-6	-6%	-10%	27µM*	-7%	9%
Cc1cc(C(=O)N/N=C/c2ccc([N+](=O)[O-])o2)c(C)o1	-10%	2%	-0.1	-28	3%	24%	-8%	-14%	/
O=Cc1ccc(-n2cccn2)cc1	-1%[57.1 µM]	3%	-0.2	0	3%	7%	-2%	-6%	-8%
CC1CC(C)C(=NNC(N)=O)C(C(O)CC2CCC(=O)NC2=O)C1 (stereo unspecified)	5%	-75%[inhibitor]	0.0	1	3%	-3%	5%	-13%	-9%
O=C(NCc1ccc2c(c1)CCO2)Nc1cccc(C(F)(F)F)c1	-7%	-2%	-0.9	5	-4%	-7%	-17%	-17%	0%
COc1ccccc1C1CC(c2ccc(F)cc2)Nc2ncnn21 (stereo unspecified)	14%	-12%	-1.8	0	-14%	37%	-8%	7%	24%
CCC1CCCCN1C(=O)c1sc2nc(C)nc(N(CC)CC)c2c1C (stereo unspecified)	7%	3%	0.9	-4	-8%	-16%	7%	-3%	-11%
C/C(CC(=O)Nc1cc(Cl)ccc1C)=N\NC(N)=O	5%	-2%	1.0	1	-8%	-13%	6%	0%	-6%
COc1cccc(C=Cc2nccc3ccccc23)c1OC	-3%	-1%	0.2	20	14%	-19%	-9%	-10%	8%
O=S(=O)(c1ccc2c(c1)CCCN2)N1CCCC2CCCCC21 (stereo unspecified)	8%	15%	0.0	0	30%	10%	?	9%	-23%
